NTR1 agonist: NTR1-driven beta-arrestin-GFP spot formation – imaging, U2OS cells, high content, primary screen (AID 493036) | P30989 | agonist mode | activation, % at 20 µM | 330,000 compounds, 0.17% hits;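 active means activation at or above 40% of the spot to cytoplasm intensity ratio, with at least 20 cells analyzed; inconclusive means wells under 20 cells, flagged as cytotoxic or low count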;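 further: 0% = DMSO without peptide and 100% = 100 nM NTR1 peptide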
Target sequence (P30989 whole entry, looked up): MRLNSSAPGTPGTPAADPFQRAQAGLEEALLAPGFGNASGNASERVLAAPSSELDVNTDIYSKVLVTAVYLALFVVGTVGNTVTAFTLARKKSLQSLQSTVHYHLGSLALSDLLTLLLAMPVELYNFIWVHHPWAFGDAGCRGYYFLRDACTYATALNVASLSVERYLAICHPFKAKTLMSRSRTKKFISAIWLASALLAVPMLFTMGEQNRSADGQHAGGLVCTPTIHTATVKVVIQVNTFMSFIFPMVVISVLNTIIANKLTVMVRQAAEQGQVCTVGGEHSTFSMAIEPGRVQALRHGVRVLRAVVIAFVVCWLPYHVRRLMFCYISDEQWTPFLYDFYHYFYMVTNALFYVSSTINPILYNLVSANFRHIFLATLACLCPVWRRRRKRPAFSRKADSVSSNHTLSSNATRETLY
WT yeast gro inh: growth inhibition of WT yeast, mitochondrial fusion screen; mitochondrial fusion phenotypic screen, WT strain; inhibition, % at 10 µM; 190,000 compounds, 2.1% hits; AID 1362; in the data active means inhibition above about 58%; tested in S. cerevisiae
GPR35 arrestin U2OS: inhibition of zaprinast-stimulated GPR35 beta-arrestin translocation – imaging, U2OS, beta-arrestin-GFP, zaprinast agonist, primary screen (AID 2058); U2OS GPR35 beta-arrestin-GFP translocation imaging, zaprinast antagonism; higher % means a stronger effect; inhibition, % at 10 µM; hits with a dose series show IC50 in µM; 290,000 compounds, 0.052% hits;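 active means inhibition of at least 50% with at least 30 cells and total cytoplasm GFP at most 10,000,000; inconclusive means under 30 cells or total GFP of 10,000,000 plus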
NS5 inhibitors: Dengue-2 NS5 methyltransferase inhibitors, primary screen, biochemical, confirmation dose response (AID 588689) | 340,000 compounds, 0.3% hits | inhibition, % at 25 µM, or IC50 in µM where a hit was titrated | Dengue-2 NS5 methyltransferase capping enzyme assay, biochemical; higher % means a stronger effect; in the data active means a potency from the dose series; inconclusive means inhibition above about 29% without an active follow-up result
AID2073: disruptors of CaV2.2 binding to Mint1 – biochemical, HTRF (AID 2073); 290,000 compounds, 0.19% hits; HTRF protein-protein interaction, Mint1-CaV2.2; higher % means a stronger effect; one-dose inhibition, % at 20 µM; IC50 in µM for titrated hits; in the data active means inhibition mostly above about 51%, no sharp cut-off; inconclusive means no clear call, values can overlap the other calls; inactive means mostly below about 53%; further: some results filed as inactive read as strong as hits
RSV CPE inhibition: inhibition of RSV-induced cytopathic effect – HEp-2 cells, primary 10 µM value included (AID 2391) | HEp-2 cells, RSV-induced CPE inhibition; higher % means a stronger effect | CPE inhibition, % at 10 µM, or IC50 in µM where a hit was titrated | 310,000 compounds, 0.13% hits; in the data active means a potency from the dose series; inconclusive means CPE inhibition mostly from about 23% at the one dose, without a potency; inactive means the rest, 99 in 100 with CPE inhibition below about 21%; further: strong numbers were not always called active
Autophagy mod: autophagy modulation, high-content screen. 190,000 compounds, 0.98% hits. AID 463193. calls only at 10 µM (by protocol). MEF GFP-LC3 puncta imaging; test concentration mostly 10 µM;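 active means percentage of spot-positive cells more than 3 SD above its plate mean, without a fluorescence outlier flag or 80% toxicity; inconclusive means no clear call, values can overlap the other calls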;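 further: spot-positive cell cutoff set from DMSO-treated cells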
LYP phosphatase: inhibitors of LYP phosphatase, biochemical, fluorescence intensity, uHTS (AID 1779). 290,000 compounds, 0.054% hits. recombinant LYP phosphatase, fluorescence intensity; higher % means a stronger effect. inhibition, % at 11.5 µM, or IC50 in µM where a hit was titrated; in the data active means inhibition above about 50%;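 further: plate controls were vehicle with enzyme for no effect and no enzyme for full effect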
K1F lysis inhibition: inhibition of K1F phage lysis, E. coli UTI89, bacterial capsule biogenesis inhibitors, alamar blue (AID 488966); E. coli UTI89 K1F phage lysis, alamar blue, 2 h; higher % means a stronger effect; inhibition, % at 100 µM, or IC50 in µM where a hit was titrated; 340,000 compounds, 0.02% hits;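 active means phage lysis inhibition, versus mean bacterial control, above a set limit; inconclusive means no clear call, values can overlap the other calls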;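 further: capsule biogenesis inhibitors block K1F phage lysis so surviving cells raise fluorescence; higher fluorescence means more inhibition of phage lysis; actives were called in the ten point dose series up to 300 µM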
WT yeast gro inh mutant strain: also measured in WT yeast gro inh; calls as there; inhibition, %; mitochondrial fusion phenotypic screen, mutant strain inhibition
Autophagy mod cell loss 18 h: also measured in Autophagy mod; calls as there; toxicity, %; measured here: cell loss, nuclei count;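 cell loss after 18 h compound exposure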
NTR1 agonist cell count 20 µM: also measured in NTR1 agonist; calls as there; cell count; measured here: cell count, cytotoxicity flag
NS5 inhibitors pilot replicate: also measured in NS5 inhibitors; calls as there; inhibition, %; measured here: pilot screen replicate inhibition
Starred values were filed as active, the others as inactive; i = inactive; ? = inconclusive; . = not tested or not shown; [ ] = dose if it differs, or a comment.

SMILES | NTR1 agonist | NTR1 agonist cell count 20 µM | WT yeast gro inh | WT yeast gro inh mutant strain | GPR35 arrestin U2OS | NS5 inhibitors | AID2073 | RSV CPE inhibition | Autophagy mod | Autophagy mod cell loss 18 h | LYP phosphatase | K1F lysis inhibition | others
Cc1cc(C)n2c(SCC(=O)NC3CCCCC3C)nnc2n1 (centres undefined) | 1.1 | 28 | 1 | 11 | 16% | -5% | 2% | 3.5% | i | 11 | -7% | 0.4%
CCN(CC)C(=O)C(=O)c1cccn1-c1cccc(-n2cccc2C(=O)C(=O)N(CC)CC)c1C#N | -1.1 | 56 | -15 | -25 | -7% | -8% | -3% | 0.7% | i | -6 | -3% | 1.9%
O=C(Nn1c(O)c(C=C2N=c3ccccc3=N2)sc1=S)c1ccccc1Cl | 4.2 | 61 | -9 | -13 | -7% | 2% | -10% | -0.4% | i | 1 | 8% | -6.0%
C=C(C)c1cccc(C(C)(C)NC(=O)Nc2nncs2)c1 | -0.7 | 56 | . | . | -5% | 2% | -6% | 2.4% | . | . | -3% | 1.0%[50 µM]
COc1ccc(CNC(=O)COC(=O)c2ccccc2C(=O)c2ccccc2)cc1 | 1.2 | 41 | -16 | 12 | 4% | -4% | 5% | 0.5% | i | 0 | -3% | 0.2%
N#C/C(=C\c1ccc(-c2ccc(F)cc2)o1)C(=O)Nc1nc(-c2cccs2)cs1 | 11 | 41 | 2 | 3 | -10% | 15% | 19% | 4.4% | i | -50 | -1% | -0.6%
Cc1cc(C)n2nc(SCc3nnc(SCc4ccccc4)s3)nc2n1 | 0.3 | 43 | -9 | 3 | 11% | -1% | 8% | 6.2% | i | -20 | -2% | -0.1%
O=C(NCCS(=O)(=O)N1CCN(c2ccccc2)CC1)C1CC1 | 0.7 | 74 | . | . | . | -5% | . | -1.9% | . | . | . | 1.6%[50 µM]
O=C(Cc1cccc2ccccc12)NN1C(=O)CSC1=S | 4.3 | 40 | 12 | 8 | 15% | -5% | -1% | 0.7% | i | -6 | -6% | -1.7%
O=C(NCC(=O)N1CCN(c2ncccn2)CC1)c1cccs1 | -2.4 | 80 | 4 | -3 | 0% | -13% | 5% | 0.5% | i | 15 | 2% | 0.8% | NS5 inhibitors pilot replicate=-3.3
O=C(Oc1c(-c2ccccc2Cl)oc2ccccc2c1=O)c1ccc(Cl)cc1 | 3.3 | 47 | 18 | 5 | 3% | -1% | 20% | 15% | i | 0 | 5% | 0.0%
COC(=O)COn1c(SC(C)C)nc2ccccc2c1=O | 4.6 | 63 | -2 | -3 | -20% | 0% | 7% | 0.9% | i | 8 | 1% | 0.1%
O=C(COC(=O)c1c2c(nc3ccccc13)CCCC2)Nc1ccc2c(c1)OCO2 | 12 | 40 | -7 | -3 | -11% | -7% | 5% | 2.9% | i | -20 | -5% | 7.7%
COc1cccc(N2C(=O)CC(NNC(=O)c3cccs3)C2=O)c1 (centres undefined) | -2.4 | 89 | 7 | -6 | -15% | 5% | 4% | 1.9% | i | -3 | -8% | 2.1%[50 µM]
COC(=O)CNC(=O)COc1ccccc1 | -0.4 | 90 | -7 | 6 | -7% | 10% | -1% | 0.3% | i | 0 | -10% | -0.4%
NS(=O)(=O)c1ccc(N2C(=O)C3C4CC(C(Br)C4Br)C3C2=O)cc1 (centres undefined) | -1.4 | 18 | -3 | -12 | -1% | 7% | 9% | . | i | -8 | -4% | 0.7%
CCOc1ccc(CCNc2cc(C)nc3ncnn23)cc1OCC | 1.5 | 55 | 5 | -2 | 18% | -5% | -9% | -0.4% | i | 18 | -6% | 0.0%
CCc1ccc(CN(C)Cc2nc(Cc3ccccc3)no2)nc1 | 1.4 | 64 | 13 | 16 | -8% | -8% | -6% | 1.3% | i | 3 | -14% | 0.1%
CC(C#N)(NC(=O)CN1CCN(S(=O)(=O)c2ccccc2C#N)CC1)C1CC1 (centres undefined) | -2.1 | 42 | . | . | . | -4% | . | 0.3% | . | . | . | 0.6%[50 µM]
COC(=O)c1ccccc1NC(=O)COC(C)=O | -0.8 | 47 | . | . | -6% | . | 2% | 2.2% | i | 4 | -8% | 0.1%
COc1ccc(/C=N/NC(=O)c2nc(-c3ccccc3)cc(-c3ccccc3)n2)cc1O | 20 | 51 | 36 | 13 | -17% | -3% | 32% | 17% | i | 56 | 8% | 2.0%
CN(C)CCCO/N=C(\c1ccccc1)c1ccncc1 | -2.1 | 36 | 7 | 3 | 8% | -1% | 0% | 0.1% | i | 3 | -7% | 6.1%
CCOC(=O)C(C)Sc1nnc(Cc2cc(=O)[nH]c(=O)[nH]2)n1-c1ccc(OCC)cc1 (centres undefined) | -0.1 | 70 | 12 | 13 | -4% | 4% | -5% | 0.9% | i | 9 | 6% | -6.3%
O=C(N1CCCCC1)N1CCN(S(=O)(=O)c2ccc(Cl)cc2)CC1 | 0.6 | 48 | -6 | -7 | 5% | 1% | 5% | 2.8% | i | -10 | 4% | 0.0%
Cn1c(NC(=O)c2ccc(F)cc2)c(-c2cccs2)c(=O)c2ccccc21 | -0.3 | 51 | . | . | -8% | -6% | 17% | . | . | . | -4% | -0.1%
c1ccc2nc(-c3nc4ccccc4o3)ccc2c1 | 1.8 | 77 | 30 | 10 | 2% | -10% | 6% | 0.7% | i | 4 | -3% | 1.0%
COC(=O)c1c(NC(=O)CN2C(=O)c3ccccc3C2=O)sc(Cc2ccc3c(c2)OCO3)c1C | 1.8 | 96 | -12 | 0 | -8% | -5% | 28% | 4.3% | i | -15 | -1% | 2.6%
Clc1ccc(Cl)c(OCCCCN2CCNCC2)c1 | -1.1 | 49 | . | . | 0% | 3% | -1% | -1.5% | . | . | -2% | 0.7% | NS5 inhibitors pilot replicate=1.5
O=C(CCCn1c(=S)[nH]c2cc3c(cc2c1=O)OCO3)N1CCN(c2ccc(F)cc2)CC1 | 6.1 | 71 | 31 | 6 | -8% | -4% | -31% | 41% | i | 8 | 7% | 0.1%
COc1cccc(C(=O)OCC(=O)NCCNC(=O)COC(=O)c2cccc(OC)c2OC)c1OC | 1.2 | 56 | . | . | -2% | -3% | 4% | 1.1% | . | . | -8% | -0.1%
Cc1cnc(NC(=O)c2ccccn2)s1 | 0.5 | 59 | . | . | -8% | -13% | -5% | -1.8% | . | . | -11% | 0.2%
O=C(NNS(=O)(=O)c1ccc([N+](=O)[O-])cc1)c1ccc([N+](=O)[O-])cc1 | 1.2 | 48 | . | . | -3% | 0% | 1% | 1.0% | . | . | -6% | -0.1%
NC(N)=NS(=O)(=O)c1ccc(N/C=C/C(=O)c2ccc(Cl)c(Cl)c2)cc1 | 18 | 89 | . | . | -4% | -14% | 15% | ? | . | . | -3% | 0.0%
Cc1cc(NC(=O)Cc2cccs2)no1 | -2.0 | 78 | 17 | -10 | 2% | -5% | 33% | 2.3% | i | 1 | 4% | -0.2%
CC(=O)COc1cc(C)cc2oc(=O)c(C)c(C)c12 | 1.3 | 32 | 66* | 38* | 7% | -10% | 21% | 0.8% | i | 1 | -16% | 0.2%
CN1C(=O)NC(c2ccccc2)C2=C1CN(c1cccc(C(F)(F)F)c1)C2=O (centres undefined) | -1.8 | 88 | 2 | 1 | -11% | -2% | -2% | 5.0% | i | 9 | -2% | 0.2%
CCC(=O)c1ccc(N2CCN(C(=O)c3ccc(Br)cc3)CC2)c(F)c1 | 1.4 | 39 | 44 | 40 | 5% | -2% | 8% | ? | i | 12 | -3% | 1.7%
COc1c(C(=O)NNC(=O)c2ccccc2Cl)csc1Br | 2.2 | 59 | . | . | 0% | 7% | -10% | -0.1% | . | . | -1% | 0.2%
O=C(c1cccc(S(=O)(=O)N2CCN(c3ccccc3)CC2)c1)N1CCCC(C(F)(F)F)C1 (centres undefined) | 2.0 | 59 | . | . | . | 1% | . | 1.4% | . | . | . | 1.6%[50 µM]
c1cncc(-c2nc(-c3ccc4c(c3)OCCO4)cs2)c1 | 2.1 | 77 | . | . | 7% | -3% | 3% | 16% | . | . | -10% | 0.1%
CSc1nc(O)c(C2OC(=O)c3ccccc32)c(=O)[nH]1 (centres undefined) | 3.3 | 64 | -1 | -6 | -3% | -2% | 0% | 1.9% | i | -11 | -7% | 0.5%
COc1ccc(OCCN(C)CC(=O)Nc2ccccc2SC)cc1 | 2.6 | 40 | . | . | 2% | -13% | 0% | 9.0% | . | . | -9% | 1.5%
O=C(CC1S/C(=N/N=C2CCCCCC2)NC1=O)Nc1ccc(Br)cc1F (centres undefined) | 1.8 | 65 | . | . | 5% | 5% | 5% | 15% | . | . | -1% | 0.1%
COc1ccccc1Nc1nc(N)nc(CSC(=S)N2CC(C)CC(C)C2)n1 (centres undefined) | 6.2 | 59 | 44 | 0 | -1% | -4% | 4% | ? | i | 12 | -4% | 6.7%

Among those listed so far, these have a Cl atom:
SMILES | NTR1 agonist | NTR1 agonist cell count 20 µM | WT yeast gro inh | WT yeast gro inh mutant strain | GPR35 arrestin U2OS | NS5 inhibitors | AID2073 | RSV CPE inhibition | Autophagy mod | Autophagy mod cell loss 18 h | LYP phosphatase | K1F lysis inhibition | others
O=C(Nn1c(O)c(C=C2N=c3ccccc3=N2)sc1=S)c1ccccc1Cl | 4.2 | 61 | -9 | -13 | -7% | 2% | -10% | -0.4% | i | 1 | 8% | -6.0%
O=C(Oc1c(-c2ccccc2Cl)oc2ccccc2c1=O)c1ccc(Cl)cc1 | 3.3 | 47 | 18 | 5 | 3% | -1% | 20% | 15% | i | 0 | 5% | 0.0%
O=C(N1CCCCC1)N1CCN(S(=O)(=O)c2ccc(Cl)cc2)CC1 | 0.6 | 48 | -6 | -7 | 5% | 1% | 5% | 2.8% | i | -10 | 4% | 0.0%
Clc1ccc(Cl)c(OCCCCN2CCNCC2)c1 | -1.1 | 49 | . | . | 0% | 3% | -1% | -1.5% | . | . | -2% | 0.7% | NS5 inhibitors pilot replicate=1.5
NC(N)=NS(=O)(=O)c1ccc(N/C=C/C(=O)c2ccc(Cl)c(Cl)c2)cc1 | 18 | 89 | . | . | -4% | -14% | 15% | ? | . | . | -3% | 0.0%
COc1c(C(=O)NNC(=O)c2ccccc2Cl)csc1Br | 2.2 | 59 | . | . | 0% | 7% | -10% | -0.1% | . | . | -1% | 0.2%

Assay outcomes: PubChem, several laboratories
